# pPAFAH FP inh: inhibitors of human plasma PAF acetylhydrolase (pPAFAH); Q13093; recombinant pPAFAH, FP-rhodamine probe fluorescence polarization; inhibition, % at 3.39 µM; 330,000 compounds, 1.5% hits;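 active = inhibition above the mean inhibition across the screen plus 3 SD, cut at about 25% in these data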;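 also: inhibitors block binding of the rhodamine activity-based probe so polarization drops; 0% = enzyme with DMSO and 100% = wells lacking pPAFAH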
# Target sequence (Q13093 whole entry, looked up): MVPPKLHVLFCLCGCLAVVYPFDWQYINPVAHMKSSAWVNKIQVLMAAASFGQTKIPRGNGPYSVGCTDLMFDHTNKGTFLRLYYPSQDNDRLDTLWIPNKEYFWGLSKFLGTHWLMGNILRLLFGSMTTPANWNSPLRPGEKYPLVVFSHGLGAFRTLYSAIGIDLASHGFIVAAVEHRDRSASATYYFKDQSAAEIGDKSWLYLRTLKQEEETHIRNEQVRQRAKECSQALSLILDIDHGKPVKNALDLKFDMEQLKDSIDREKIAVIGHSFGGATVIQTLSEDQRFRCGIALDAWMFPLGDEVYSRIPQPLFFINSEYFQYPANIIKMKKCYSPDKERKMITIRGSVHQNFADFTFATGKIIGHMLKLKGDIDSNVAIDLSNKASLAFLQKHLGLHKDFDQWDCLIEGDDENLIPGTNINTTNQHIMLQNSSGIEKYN
# PREPL inh: inhibits the human prolyl oligopeptidase-like enzyme | Q4J6C6 | recombinant PREPL, fluorescence polarization activity-based probe | inhibition, % at 5.96 µM | 320,000 compounds, 0.68% hits | AID 2751; in the data active = inhibition above about 43%;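 also: 0% = enzyme with DMSO and 100% = wells lacking enzyme; many of its hits are not listed in these tables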
# PAFAH1B3 inh: blocks human PAF acetylhydrolase 1B catalytic subunit 3 | Q15102 | recombinant PAFAH1B3, FP-rhodamine probe, fluorescence polarization | inhibition, % at 3.39 µM | 340,000 compounds, 0.28% hits;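 active = inhibition above the screen-wide average of all tested compounds plus 3 SD, cut at about 25% in these data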;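 also: 0% = enzyme with DMSO only and 100% = wells lacking PAFAH1B3 protein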
# ZTA DNA inh: counter-screen for EBNA-1 inhibitors: inhibitors of Epstein-Barr virus ZTA; 320,000 compounds, 0.15% hits; inhibition, % at 11 µM; ZTA-DNA binding, fluorescence polarization; in the data active = inhibition above about 33%
# Target sequence (P03206 whole entry, looked up): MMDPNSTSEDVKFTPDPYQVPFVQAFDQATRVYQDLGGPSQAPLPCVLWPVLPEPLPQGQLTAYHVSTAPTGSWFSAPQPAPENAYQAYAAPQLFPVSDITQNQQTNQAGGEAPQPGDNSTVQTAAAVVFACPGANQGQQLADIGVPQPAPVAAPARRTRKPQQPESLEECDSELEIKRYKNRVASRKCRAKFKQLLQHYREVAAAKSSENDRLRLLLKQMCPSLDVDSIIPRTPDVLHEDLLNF
# EBNA-1 inh: blocks EBNA-1 binding to DNA; EBNA-1 DNA binding, fluorescence polarization; inhibition, % at 14.8 µM; 300,000 compounds, 0.34% hits; AID 1950; in the data active = inhibition above about 28%
# LYPLA1 inh: counter-screen for PME1 inhibitors: inhibitors of human LYPLA1. AID 2174. recombinant LYPLA1, FP-Rh probe fluorescence polarization. O75608. 320,000 compounds, 0.16% hits. inhibition, % at 5.9 µM;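 active = inhibition above the mean of all tested compounds plus 3 SD, set per campaign, cut at about 14% in these data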;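 also: inhibitors block serine hydrolase probe labeling of LYPLA1 so polarization falls; 0% = enzyme with DMSO and 100% = wells lacking LYPLA1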
# Target sequence (O75608 whole entry, looked up): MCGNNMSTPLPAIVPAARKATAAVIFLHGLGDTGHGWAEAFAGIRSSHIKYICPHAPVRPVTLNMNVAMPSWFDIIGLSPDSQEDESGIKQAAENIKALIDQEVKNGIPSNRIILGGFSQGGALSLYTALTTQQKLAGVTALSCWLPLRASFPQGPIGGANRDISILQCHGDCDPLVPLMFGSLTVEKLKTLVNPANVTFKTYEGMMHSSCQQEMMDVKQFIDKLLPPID
# PAFAH1B2 inh: PAFAH1B2 (human) inhibition; P68402; recombinant PAFAH1B2, FP-rhodamine activity probe, fluorescence polarization; inhibition, % at 3.39 µM; 340,000 compounds, 1.2% hits;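 active = inhibition above the mean of all tested compounds plus 3 SD, cut at about 24% in these data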;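 also: 0% = enzyme with DMSO and 100% = wells lacking PAFAH1B2; many of its hits are not listed in these tables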
# PAFAH2 inh: inhibitors of human PAFAH2. Q99487. recombinant PAFAH2, FP-rhodamine activity probe, fluorescence polarization. inhibition, % at 3.39 µM. 340,000 compounds, 0.99% hits;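 active = inhibition above the mean over all tested compounds plus 3 SD, cut at about 30% in these data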;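 also: inhibitors block probe labeling of enzyme so polarization drops; 0% = enzyme with DMSO and 100% = wells lacking PAFAH2 protein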
# LYPLA2 inh: blocks human lysophospholipase 2, a PME1 counter-screen; AID 2177; O95372; recombinant LYPLA2, FP-Rh probe fluorescence polarization; inhibition, % at 5.9 µM; 320,000 compounds, 0.38% hits;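 active = inhibition above the screen-wide mean plus 3 SD, limit set per campaign, cut at about 26% in these data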;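 also: 0% = LYPLA2 with DMSO and 100% = wells lacking LYPLA2 enzyme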
# The depositor's hits bear a star; · = no result given. These rows are one share of the data; count on the stated rates, not on these rows.
SMILES,pPAFAH FP inh,PREPL inh,PAFAH1B3 inh,ZTA DNA inh,EBNA-1 inh,LYPLA1 inh,PAFAH1B2 inh,PAFAH2 inh,LYPLA2 inh
CC(=O)Nc1ccc(S(=O)(=O)NC(C(=O)O)C2=CCC=CC2)cc1 (centres undefined),-2,13,12,9,-16,1,-6,-6,2
Cc1[nH][nH]c(=O)c1C=NCc1cccc(C(F)(F)F)c1,3,3,2,1,2,0,2,0,1
Cc1ccc(C(O)(c2ccccc2)c2ccccc2C(C)N(C)C)c(C)c1 (centres undefined),2,4,6,-17,1,3,2,2,6
COC(=O)CN(c1cc([N+](=O)[O-])ccc1OC)S(C)(=O)=O,-3,8,4,1,-1,1,2,-2,-4
CC(C)CCNC(=O)C1CCC(CNS(=O)(=O)c2cccc3nsnc23)CC1 (centres undefined),-3,8,10,-3,10,1,6,2,25
CC(c1ccc(F)cc1)n1c(-c2cccs2)n[nH]c1=S (centres undefined),4,-6,10,4,13,0,11,6,5
O/N=C/c1ccc2cccc(O)c2n1,1,6,8,7,2,1,1,-7,7
COc1cccc(-c2cc(C(=O)Nc3cccnc3)c3ccccc3n2)c1,-4,14,5,-11,-4,-7,0,-3,-6
CCn1c(SCC(=O)Nc2sccc2C(N)=O)nnc1C1CC1,4,4,11,-8,·,4,4,2,0
COc1ccc(Nc2ccc(N3C(=O)CCCC3=O)cc2[N+](=O)[O-])cc1OC,-1,16,-11,12,-7,3,4,3,7
Cc1ccccc1NC(=O)CSC1=C(C#N)C(c2ccsc2)CC(=O)N1 (centres undefined),0,11,5,-16,-8,0,-2,-2,6
CNC(=O)NC(=O)C(C)OC(=O)CCCc1nc2ccccc2s1 (centres undefined),2,12,-1,-1,-6,3,-2,-5,-1
CCN(CC)CC(O)Cn1c(-c2cccc(Cl)c2)nc2cc(C)c(C)cc21 (centres undefined),-2,-1,6,-1,1,1,1,9,2
C/C(=N\NC(=O)CNc1cccc(C)c1)c1ccc(Br)s1,13,22,-3,7,-5,1,-2,-4,1
O=C(CNC(=O)c1ccncc1)N/N=C/c1ccc(O)cc1O,-1,-6,4,-19,-1,-2,8,1,-2
CC(C)(C)c1nnc(NC(=O)C2CCN(C(=O)c3ccco3)CC2)s1,8,12,12,-10,1,7,6,2,7
CCN=c1scc(C)n1/N=C/c1cc(Br)c(O)c(OC)c1,18,8,7,-6,-1,2,5,6,4
N#C/C(=C\c1ccc(-c2ccccc2C(=O)O)o1)c1nc2ccccc2[nH]1,-2,18,1,-5,1,-6,5,-2,0
CN(C(=O)c1cc(COc2ccc(F)c(F)c2)on1)C1CCOC1 (centres undefined),4,9,7,0,0,5,-5,-4,9
CCOc1ccc(/C=C/C(=O)c2ccc(-c3ccccc3)cc2)cc1,0,-12,5,-2,5,-6,2,1,-17
Cn1c(C(=O)N2CCCC(C(=O)O)C2)cc2sccc21 (centres undefined),-7,14,6,6,-12,5,7,-5,-7
COc1ccc(-c2nc(C3CCCCC3)no2)cc1OC,-1,-1,5,7,-5,0,-2,-3,0
COc1ccc(CCC(=O)OCC(=O)Nc2sccc2C#N)cc1,19,-1,10,·,·,·,4,-4,·
CC(=O)N1C=CN(C(C)=O)C(c2cn(C)c3ccccc23)C1c1cn(C)c2ccccc12 (centres undefined),1,7,6,-2,-5,2,5,1,-4
COc1cc(/C=C/c2nc3ccccc3c(=O)[nH]2)cc(OC)c1OC,2,-2,0,3,-7,-1,1,-5,-8
Cc1onc(-c2ccccc2Cl)c1C(=O)OCC(=O)N1CCCCC1,2,10,2,·,·,·,4,4,·
CCN(CC)c1ccc(NC(=O)COC(=O)C23CCC(=O)N2c2ccccc2S3)cc1 (centres undefined),9,8,6,-2,-4,-3,-2,3,5
COc1ccc(NC(=O)C2CCCN(c3c4c(nc5ncnn35)CCC4)C2)cc1OC (centres undefined),3,10,2,-13,2,-1,2,5,1
CCOC(=O)N1CCC(Nc2c(-c3ccccc3)c(=O)c2=O)CC1,5,12,0,-6,-6,-1,2,4,-1
CN(C)c1ccc(N=Nc2ccc(S(N)(=O)=O)cc2)cc1,10,1,9,5,0,-1,3,-3,4

# Random excerpt: 5 compounds from above
SMILES,pPAFAH FP inh,PREPL inh,PAFAH1B3 inh,ZTA DNA inh,EBNA-1 inh,LYPLA1 inh,PAFAH1B2 inh,PAFAH2 inh,LYPLA2 inh
CN(C)c1ccc(N=Nc2ccc(S(N)(=O)=O)cc2)cc1,10,1,9,5,0,-1,3,-3,4
CCN=c1scc(C)n1/N=C/c1cc(Br)c(O)c(OC)c1,18,8,7,-6,-1,2,5,6,4
CC(C)(C)c1nnc(NC(=O)C2CCN(C(=O)c3ccco3)CC2)s1,8,12,12,-10,1,7,6,2,7
CCN(CC)c1ccc(NC(=O)COC(=O)C23CCC(=O)N2c2ccccc2S3)cc1 (centres undefined),9,8,6,-2,-4,-3,-2,3,5
CN(C(=O)c1cc(COc2ccc(F)c(F)c2)on1)C1CCOC1 (centres undefined),4,9,7,0,0,5,-5,-4,9

# Ordered by number of heavy atoms (smallest number first): part of the list above
SMILES,pPAFAH FP inh,PREPL inh,PAFAH1B3 inh,ZTA DNA inh,EBNA-1 inh,LYPLA1 inh,PAFAH1B2 inh,PAFAH2 inh,LYPLA2 inh
CN(C)c1ccc(N=Nc2ccc(S(N)(=O)=O)cc2)cc1,10,1,9,5,0,-1,3,-3,4
COc1ccc(CCC(=O)OCC(=O)Nc2sccc2C#N)cc1,19,-1,10,·,·,·,4,-4,·
COc1cc(/C=C/c2nc3ccccc3c(=O)[nH]2)cc(OC)c1OC,2,-2,0,3,-7,-1,1,-5,-8

# More compounds.
SMILES,pPAFAH FP inh,PREPL inh,PAFAH1B3 inh,ZTA DNA inh,EBNA-1 inh,LYPLA1 inh,PAFAH1B2 inh,PAFAH2 inh,LYPLA2 inh
CN(Cc1ccco1)C(=O)CSc1nn2c(=O)c(C(C)(C)C)nnc2s1,2,9,5,·,·,·,11,2,·
CCn1nnc2cc(C(=O)NCC(c3ccccc3OC)N(C)C)ccc21 (centres undefined),-1,23,-4,-1,9,0,0,-10,-1
CCCN(C(=O)c1ccc(N(C)S(=O)(=O)c2ccc(C)cc2)cc1)C1CCS(=O)(=O)C1 (centres undefined),1,2,7,-8,-5,2,-3,7,4
COc1ccc(C(=O)NCC(C)NC(=O)c2ccc(OC)c(Br)c2)cc1Br (centres undefined),1,-2,·,3,4,-2,·,·,1
CN1CCNC(=O)C1CC(=O)NCC1(c2ccccc2)CCCCC1 (centres undefined),2,-3,0,10,1,-3,23,2,-5
CCN(C(=O)c1coc(=O)c2ccccc12)c1cc(OC)ccc1OC,1,-2,-8,4,11,2,2,1,4
COc1ccc(CNc2nc3c(c(=O)n(Cc4ccc(F)cc4)c(=O)n3C)n2C)cc1,9,-6,4,-6,5,-1,3,-10,4
Cn1c(=O)c2c(nc(CN3CCN(C(=O)c4ccco4)CC3)n2Cc2ccc(F)cc2)n(C)c1=O,-4,18,0,-6,-9,3,2,7,3
O=C1NCCN(Cc2ccc(-c3ccccc3)cc2)C1CC(=O)N1CCN(CCO)CC1 (centres undefined),1,30,-2,-7,-28,1,4,13,-2
CCCCN(C)C(=O)c1nc2ccccn2c1CNC1CCC1,0,15,2,-1,-5,2,3,-3,2
Cc1nc(NCCC(C)C)c2nnn(Cc3ccccc3)c2n1,10,-2,4,-1,-1,2,4,-1,4
O=C(CSc1nn(-c2ccc(F)cc2)c(=S)s1)NCC1CCCO1 (centres undefined),3,2,8,-1,-5,0,1,6,-3
CC(C)NCC(O)COCc1ccc(Cl)cc1 (centres undefined),-1,-8,7,-17,8,4,6,6,8
COc1ccc(CNc2ccc(S(=O)(=O)N3CCN(C)CC3)cn2)cc1OC,1,3,7,4,-5,0,3,5,4
Cc1ccccc1C(=O)Nn1c(C)ccc1C,2,7,·,-15,-5,0,·,·,6

# 2 neighbouring compounds already listed, for reference:
SMILES,pPAFAH FP inh,PREPL inh,PAFAH1B3 inh,ZTA DNA inh,EBNA-1 inh,LYPLA1 inh,PAFAH1B2 inh,PAFAH2 inh,LYPLA2 inh
CC(C)NCC(O)COCc1ccc(Cl)cc1 (centres undefined),-1,-8,7,-17,8,4,6,6,8
COc1ccc(CNc2ccc(S(=O)(=O)N3CCN(C)CC3)cn2)cc1OC,1,3,7,4,-5,0,3,5,4

# Next section:
SMILES,pPAFAH FP inh,PREPL inh,PAFAH1B3 inh,ZTA DNA inh,EBNA-1 inh,LYPLA1 inh,PAFAH1B2 inh,PAFAH2 inh,LYPLA2 inh
COc1ccc(N2CCN(C(=O)CN3C(=O)NC4(CCCc5ccccc54)C3=O)CC2)cc1 (centres undefined),6,14,-6,-16,-9,0,2,5,4
COCCN(C(=O)COc1ccccc1)c1nnc(-c2cccnc2)s1,-1,-3,5,-6,3,-4,0,0,3
O=C(O)C1CCN(c2nc(-c3ccccc3)c3cc(Br)ccc3n2)CC1,15,6,5,5,-6,-7,4,5,-14
COc1ccc(NC(=O)CN2CCC(NC(=O)c3ccco3)CC2)c([N+](=O)[O-])c1,2,2,15,6,-10,3,4,-6,7
COc1ccc2c(C)cc3nncn3c2c1,1,16,10,-11,1,-1,4,4,-2
CC(/C=N\NC(=O)CN1CCN(S(=O)(=O)c2ccc(C)cc2)CC1)=C\c1ccccc1,7,9,3,18,11,-1,2,11,3
COc1ccc(OC)c(NC(=O)Cn2cc(C#N)c3cc(Br)ccc32)c1,0,-5,-1,5,4,-1,-1,2,-4
CCC1(CC)Cc2ccccc2C(=C(C#N)C#N)N1,2,7,10,-6,-6,0,6,6,6
COc1cc(Br)cc(CN2CCN(C=O)CC2)c1O,2,7,0,2,4,2,1,-9,5
O=C(Nc1ccc(C(=O)N2CCOCC2)cc1)Nc1cccc(C(F)(F)F)c1,-1,-6,1,9,5,-5,7,-13,-2
COc1ccccc1CCNC(=O)c1nccnc1C(=O)O,2,0,5,3,7,0,7,-5,4
O=C(NC(=S)N1CCCCC1)c1cccs1,2,20,1,-1,-1,4,1,-1,-1
Cc1[nH]nc2c1C(c1ccsc1)C1=C(CC(C)(C)CC1=O)N2 (centres undefined),-1,9,9,-1,7,1,10,11,0
CCOc1ccc(NC(=O)CSc2nnnn2-c2ccc(C(N)=O)cc2)cc1,2,-3,8,12,12,2,4,5,1
CC(=O)NCCCOc1ccc([N+](=O)[O-])cc1Cl,-1,-1,13,-13,-20,-2,3,4,-1
CCCCN(C)S(=O)(=O)c1cc2c3c(c1)CCC(=O)N3CCC2,2,8,0,-16,-2,0,1,4,12
COCCNC(=S)NNC(=O)c1cccs1,-1,13,5,-18,0,5,1,-3,5
O=C(NC(=S)N1CCCCC1c1cccnc1)c1ccccc1 (centres undefined),2,2,14,9,0,-1,4,8,3
COc1cccc(/C(C)=N/NC(=O)c2ccc(N(C)C)cc2)c1,1,11,3,3,-5,1,-1,3,5
O=C(CCc1ccc(Oc2cc([N+](=O)[O-])cc([N+](=O)[O-])c2)cc1)NC1CCCC1,14,18,1,-1,8,4,3,4,5
COc1ccc(NC(=O)CNC(=O)Cc2cccc3ccccc23)cc1,1,13,5,·,·,·,7,-5,·
Oc1[nH]c(=S)sc1/C=C1\C(c2ccccc2)=Nc2ccccc21,20,-15,-2,6,20,-39,14,25,-58
O=C(CN(c1ccc2c(c1)OCCO2)S(=O)(=O)c1ccccc1)NCc1ccc(Cl)cc1,4,-27,4,-9,0,-2,5,5,0
Cc1ccc(S(=O)(=O)N(C)C)cc1NC(=O)COc1ccccc1C(=O)Nc1ccccc1,-16,6,-12,-12,-10,-22,-10,-25,-36
COCCCNC(=S)N1CCN(S(C)(=O)=O)CC1,-2,4,3,-3,1,-4,-5,4,-2

# Source: PubChem BioAssay
